Screening data (PubChem BioAssay)
TRPV1 ag: agonists of human vanilloid receptor 1 (TRPV1); AID 540275; 0.19% of 320,000 active; TRPV1-expressing cells, Fluo-8 calcium influx, agonist mode; Q8NER1; activation, % at 8.33 µM; in the data active = activation above about 80%; inconclusive = between about 30% and that limit; also: 0% is about no effect
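Cells expressing TRPV1 were dye-loaded with Fluo-8 and read kinetically: 10 s baseline, 3 min after compound (agonist portion), then 2 min after EC20 capsaicin (allosteric enhancer portion). Calcium-bound dye fluorescence at 480/520 nm.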
ELG1 genotoxic: induces genotoxicity in HEK293T cells with luciferase-tagged ELG1. 1.3% of 330,000 active. Potency, µM (series often up to 46 µM), without a hit: at the top dose activity change, positive = activation, usual class: activators. HEK293T ELG1-luciferase reporter, luminescence, 16 h; also: potency is read from the fitted curve at half-maximal effect; % of control where 0% means no effect; nearly all actives have a fitted effect of over 60% in size
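HEK293T cells expressing luciferase-tagged ELG1 were treated with compound or DMSO for 16 hr at 37°C. Luciferase activity was then read after 30 min with ONE-Glo at room temperature; rising signal flags genetic stress.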
BRCA1 expr up: activators of BRCA1 expression. MCF7-BRCA1-FFLuc reporter, luminescence, 48 h; response scale: scaled: vehicle 0%, 10 µM genistein 100%. Potency, µM (titrated, usually from 46.1 µM), for the others: at the highest dose activation, hits mostly activators. 1.1% of 380,000 active. AID 624202; also: potency is read from the fitted curve at half-maximal effect; nearly all actives have a fitted effect of over 80% in size; some results filed as inactive show a strong effect at the top dose
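First, MCF7-BRCA1-FFLuc cells (2000/well) attach for 2 h; next, compounds are pin-added and incubated 48 h at 37 °C; finally, luciferase reagent is added and luminescence read after 15 min.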
USP2a block: blocks human ubiquitin-specific protease USP2a | O75604 | USP2 core, Ub-CHOP2 coupled fluorogenic reporter, 485/531 | Potency, µM (series often up to 38.3 µM), for the others: at the highest dose activity change, negative = inhibition, hits mostly inhibitors | 0.01% of 330,000 active | AID 463254;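 also: potency is read from the fitted curve at half-maximal effect; plate controls were DMSO wells for no effect and full inhibition by NEM control for full effect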
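USP2 core (10nM final) preincubated 30min RT with compound in 20mM Tris-HCl pH 8.0, 2mM CaCl2, 2mM beta-mercaptoethanol, 0.05% CHAPS; 25nM Ub-CHOP2 plus 25nM reporter substrate added, fluorescence (Ex485/Em531) read after 60min.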
uPA generation: blocks generation of uPA at the cell surface; cell surface uPA generation assay, qHTS; Potency, µM (doses to about 38.3 µM), without a hit: top-dose activity change, negative = inhibition, hits mostly inhibitors; 0.31% of 330,000 active; active = well fitted inhibition curve with a large enough effect; inconclusive = small, poorly fitted or top-dose-only effect; inactive = no such curve, though single readings can be large or run the other way; tested in mouse RAW 264.7 cells; also: potency is read from the fitted curve at half-maximal effect; % is scaled to controls: 0 for no effect and ±100 for the full control effect; nearly all actives have a fitted effect of over 55% in size
S-ASM inh: blocks human secretory acid sphingomyelinase | placental ASM, HMU-PC fluorogenic substrate, 60 min | Potency, µM (top dose mostly 57.5 µM), for inactives: at the top dose activity change, negative = inhibition, usual class: inhibitors | 0.006% of 340,000 active; also: potency is read from the fitted curve at half-maximal effect
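Fluorescence read-out (Ex 386 nm, Em 447 nm) after stopping the reaction at pH 10. Enzyme: ASM from human placenta; substrate HMU-PC0, 9 uM final; 60 min, 37 °C. Compound preincubation 10 min, ambient temperature.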
Integrin act MD: activators of alpha7 integrin expression for muscular dystrophy; alpha7betagal myoblasts, beta-gal FDG fluorescence, 48 h; Potency, µM (series often up to 38.3 µM), inactives show top-dose activation, actives largely listed as activators; 0.064% of 350,000 active; AID 624291;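 also: potency is read from the fitted curve at half-maximal effect; 100% = response of the positive control SU9516; nearly all actives have a fitted effect of over 60% in size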
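alpha7betagal+/- myoblasts (passage 13, 250/well) treated 48 h at 37C with compounds at 1:260 dilution of DMSO stock. Lysed, then beta-galactosidase activity read as FDG fluorescence (ex 480/em 540) after 30 min, with pre-read for autofluorescence.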
Eya2 phos inh: Eya2 (human) phosphatase inhibition; Potency, µM (top dose mostly 76.9 µM), for the others: top-dose activity, negative = inhibition, actives largely listed as inhibitors; O00167; recombinant Eya2, OMFP fluorescence dephosphorylation (OMFP is methylfluorescein phosphate); 0.006% of 330,000 active; AID 488837; also: potency is read from the fitted curve at half-maximal effect; % is scaled to controls: 0 for no effect and ±100 for the full control effect
Target sequence (O00167 whole entry, looked up): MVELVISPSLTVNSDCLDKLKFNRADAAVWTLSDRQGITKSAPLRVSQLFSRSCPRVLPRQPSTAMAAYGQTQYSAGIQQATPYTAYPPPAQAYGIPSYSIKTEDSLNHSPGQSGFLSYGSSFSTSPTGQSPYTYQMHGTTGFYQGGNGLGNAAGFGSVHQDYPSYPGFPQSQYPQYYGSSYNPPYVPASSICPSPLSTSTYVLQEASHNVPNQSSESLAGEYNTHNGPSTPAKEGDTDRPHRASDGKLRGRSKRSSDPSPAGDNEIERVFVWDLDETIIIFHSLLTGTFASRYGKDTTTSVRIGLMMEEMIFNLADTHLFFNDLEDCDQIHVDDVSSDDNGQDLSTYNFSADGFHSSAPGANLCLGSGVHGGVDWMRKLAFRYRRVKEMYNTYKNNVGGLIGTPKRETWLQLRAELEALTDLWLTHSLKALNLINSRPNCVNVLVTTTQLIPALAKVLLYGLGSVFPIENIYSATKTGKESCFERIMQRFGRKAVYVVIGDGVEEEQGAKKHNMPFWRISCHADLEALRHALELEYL
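Eya2 protein (added as 0.2 uM solution) was preincubated with compound for 10 min at ambient temperature in 50 mM HEPES pH 7.5, 50 mM NaCl, 5 uM MgCl2, 0.05% BSA, 1 mM DTT. OMFP (added at 50 uM) then reacted 10 min; fluorescence read at 485/525 nm.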
PTAP TSG101 blk: blocks PTAP/TSG101 interaction to inhibit HIV-1 budding. Q99816. Fluorescence polarization, FITC-PTAP peptide / Tsg101 binding. Potency, µM (doses to about 115 µM), without a hit: top-dose activity change, negative = inhibition, most hits filed as inhibitors. 340,000 tested, under 10 active. AID 493005; active = well fitted inhibition curve with a large enough effect in the main read-out, with a control signal flat, not every such curve was filed as active; inconclusive = small, poorly fitted or top-dose-only effect, or effect the other way, or a change in a side signal; inactive = no such curve, though single readings can be large or run the other way; also: potency is read from the fitted curve at half-maximal effect; % of control where 0% means no effect
Target sequence (Q99816 whole entry, looked up): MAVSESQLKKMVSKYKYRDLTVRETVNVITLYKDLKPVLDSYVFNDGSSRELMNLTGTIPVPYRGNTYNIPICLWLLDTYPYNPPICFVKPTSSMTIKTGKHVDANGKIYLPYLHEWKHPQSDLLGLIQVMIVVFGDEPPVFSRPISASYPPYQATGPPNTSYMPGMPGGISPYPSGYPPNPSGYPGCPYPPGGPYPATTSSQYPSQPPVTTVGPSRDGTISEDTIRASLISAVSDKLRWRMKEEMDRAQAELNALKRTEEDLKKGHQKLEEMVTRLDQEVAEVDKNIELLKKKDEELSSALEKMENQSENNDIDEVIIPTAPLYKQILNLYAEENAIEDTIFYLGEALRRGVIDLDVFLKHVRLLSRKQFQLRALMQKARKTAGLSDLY
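Steps: Tsg101 binding domain dispensed (10 uM final), compounds pinned in DMSO, FITC-labeled PTAP-motif peptide added (50 nM final); after 20 min binding at room temperature, polarization measured.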
B2AR arrestin: recruits beta-arrestin to the human beta2-adrenergic receptor; Potency, µM (highest dose often 46.1 µM), without a hit: at the top dose activation, actives largely listed as activators; AID 492947; 0.02% of 330,000 active; beta-arrestin recruitment to beta2AR, cell-based reporter;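 also: potency is read from the fitted curve at half-maximal effect; 0% = DMSO controls and full agonism = EC100 isoproterenol or metaproterenol; nearly all actives have a fitted effect of over 65% in size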
p53 reactivation: mutant p53 re-activation in reporter cells. H1299 p53-A138V BP100-luciferase reporter, luminescence, 24 h. Potency, µM (doses to about 92.2 µM), inactives show at the highest dose activity change, positive = activation, usual class: activators. 0.063% of 320,000 active; also: potency is read from the fitted curve at half-maximal effect; % of control where 0% means no effect; nearly all actives have a fitted effect of over 45% in size
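H1299 (p53-null), stable ts p53-A138V + BP100-Luc; 1000 cells/well, Opti-MEM/10% FBS; cpd 4 pt, 1:5; 24 h, 37 deg C, 5% CO2; detection reagent 10 min RT; luminescence.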
The depositor's hits bear a star; ? = inconclusive; . = not tested or not shown; [ ] = another dose, or the depositor's remark. Unless noted, calls follow the shape of the dose curve; as a rule, active = well fitted curve in the direction sought with a large enough effect; inconclusive = small, poorly fitted or top-dose-only effect, or another doubt; inactive = no such curve, though single readings can be large; an effect the other way counts as inactive or inconclusive. This is a random part of the collection; any-hit rate near 2.6%.

Below each SMILES: TRPV1 ag	ELG1 genotoxic	BRCA1 expr up	USP2a block	uPA generation	S-ASM inh	Integrin act MD	Eya2 phos inh	PTAP TSG101 blk	B2AR arrestin	p53 reactivation
Cc1cccc(NS(=O)(=O)c2cccc(C(=O)N3CC(C)OC(C)C3)c2)c1 (configuration not stated)
 : 3	0%	-6%	1%	0%	4%	-14%	1%	0%	-0.1%	-8%
CN1C=CC(=O)[C@@H](O)[C@H]1c1ccccc1Br
 : .	.	14%	.	-4%	1%	9%	.	-7%	.	.
CCOC(=O)c1c(C)[nH]c(C)c1S(=O)(=O)NCC1CCN(Cc2ccccc2F)CC1
 : 2	5%	6%	-1%	?	8%	17%	-2%	-4%	0.2%	4%
CN(C)C=Nc1nonc1-c1ccc(Cl)cc1
 : 18	-3%	-3%	3%	14%	-1%	-21%	-22%	-3%	?	-3%
Cc1noc(C)c1C(=O)OCC(=O)N(C)C1(C#N)CCCCC1
 : 2	7%	46%	0%	-15%	6%	?	9%	-3%	0.1%	?
COC(=O)c1cc2c(=O)n3ccccc3nc2n(Cc2cccnc2)c1=N
 : .	.	28%	.	5%	221%[activator]	1%	.	-8%	.	.
CC(=O)N1c2ccccc2C2(O)N=C(C)SC12 (configuration not stated)
 : -4	0%	-13%	-2%	11%	5%	12%	-1%	0%	-0.4%	22%
O=S(=O)(/N=C(/c1ccccc1)N1CCOCC1)c1ccc(F)cc1
 : -3	2%	-5%	-1%	2%	7%	22%	9%	-2%	0.8%	6%
COc1ccc(-c2nnc(NC(=O)c3ccc(S(=O)(=O)N4COCC4(C)C)cc3)o2)cc1
 : 2	-11%	-57%	6%	-12%	4%	-40%[inhibitor]	8%	-8%	-0.2%	7%
O=C(Nc1nnc(-c2ccc(F)cc2)s1)c1ccco1
 : 2	?	2.8µM*	1%	-2%	-1%	-21%	22%	0%	0.2%	19%
CN(CC(=O)Nc1ccccc1Cl)C(=O)COC(=O)/C=C/c1ccc(C(F)(F)F)cc1
 : -1	2%	0%	0%	5%	-2%	-8%	-3%	-2%	0.2%	12%
Cn1cccc1/C=C(\C#N)c1ccccc1
 : 19	4%	10%	1%	-4%	-6%	-17%	9%	-3%	-0.1%	0%
Cn1c(Cl)nc2ccccc21
 : -1	-3%	-52%	2%	-1%	4%	16%	16%	-4%	0.3%	-6%
O=C(NC(=S)NCCN1CCOCC1)c1cccc(Cl)c1
 : 6	5%	23%	-10%	.	0%	-15%	0%	-2%	-0.4%	13%
O=C(N/N=C/c1cccc2ccccc12)c1ccncc1
 : ?	-6%	-15%	0%	4%	-5%	4%	-18%	1%	-0.4%	-8%
CCCCC(=O)NCCc1cc2ccc(OC)cc2[nH]c1=O
 : 4	2%	1%	-1%	-1%	2%	-4%	2%	-9%	-0.1%	-3%
COC(=O)C(Cc1c[nH]c2ccccc12)NC(=O)c1ccccc1Br (configuration not stated)
 : 6	0%	11%	0%	?	-3%	-34%	-3%	-11%	-0.4%	-2%
CN(CCO)C(=O)C(c1ccccc1)c1ccccc1
 : 2	0%	0%	3%	6%	4%	0%	-3%	-4%	-0.5%	-4%
COc1cc(CCC(=O)OCC(=O)NCc2ccc(Cl)cc2)cc(OC)c1OC
 : 26	-2%	-5%	4%	3%	0%	14%	5%	1%	-0.4%	-3%
COc1ccc(CCNC(=O)Cc2ccsc2)cc1
 : 22	3%	14%	1%	6%	0%	-4%	-7%	-7%	0.1%	-11%
CCc1ccc(OC2=NS(=O)(=O)c3ccccc32)cc1
 : -3	4%	-14%	0%	15%	-4%	9%	-4%	-8%	-0.3%	0%
O=S1(=O)N=C2CCCCCN2C(c2ccc(Cl)cc2)N1 (configuration not stated)
 : 3	5%	16%	3%	4%	-2%	-18%	-5%	0%	-0.1%	-1%
Cn1cc(CNC(=O)c2cc(-c3ccccc3)nc3ccc(Br)cc23)cn1
 : ?	-2%	-5%	5%	-6%	-2%	10%	-1%	-5%	-1.8%	3%
Nc1c(N(CCC2=CCCCC2)C(=O)c2ccccc2F)c(=O)[nH]c(=O)n1Cc1ccccc1
 : 7	11%	-8%	0%	12%	-3%	-35%	12%	1%	-0.6%	-1%
CCOC(=O)CSc1ncnc2c1cnn2-c1ccc(C)cc1C
 : 0	4%	27%	10%	5%	-3%	-15%	5%	0%	3.6%	-1%
COc1ccc(NC(=O)Nc2ccon2)cc1OC
 : 1	-5%	8%	-1%	-2%	1%	1%	3%	-3%	3.3%	-4%
O=C(NCC1CCCO1)c1ccc2ccccc2n1 (configuration not stated)
 : 13	10%	90%	0%	-3%	-1%	20%	18%	0%	0.3%	23%
O=C(COC(=O)CSc1ccc([N+](=O)[O-])cc1)NC1CCCCCCC1
 : 17	2%	-11%	-1%	22%	-3%	16%	3%	1%	0.0%	5%
O=c1[nH]c2cc([N+](=O)[O-])ccc2c2ccccc12
 : .	.	3%	.	1%	2%	-9%	.	1%	.	.
COC(=O)c1cc2c(s1)-c1ccccc1CC2
 : 2	?	-16%	4%	5%	6%	-24%	3%	-2%	-0.2%	?
Cc1nc2c3ccccc3n(CCN3CCCCC3)c2s1
 : 8	0%	.	-1%	.	.	.	-13%	.	0.0%	-4%
CCOC(=O)C1CCN(c2cc3c(cc2NC(=O)c2ccccc2F)n(C)c(=O)n3C)CC1
 : ?	-8%	-8%	1%	1%	7%	-9%	6%	-1%	1.0%	7%
CC(=O)NC1(C(F)(F)F)NC(=O)N(C2CCCCC2)C1=O (configuration not stated)
 : 10	6%	3%[1.84 µM]	1%	6%	-1%	-27%	7%	-5%	3.3%	-2%
CC1S/C(=N/N=C/c2cccs2)NC1=O (configuration not stated)
 : 2	14%	20%	5%	8%	1%	-14%	0%	-4%	-0.3%	21%
Cc1c(OCC(=O)NCc2cccnc2)ccc2c3c(c(=O)oc12)CCC3
 : -5	12%	16%	0%	3%	2%	23%	-9%	-1%	-0.5%	24%
C/C(=N\NC(=O)CN1CCN(Cc2ccccc2)CC1)c1cccs1
 : -2	2%	-3%	0%	8%	4%	-42%	-6%	-2%	0.2%	0%
O=C(Cc1cccs1)Nc1nnc(C2CC2)s1
 : -8	-1%	-2%	1%	-1%	1%	10%	-2%	-2%	-0.2%	1%
COc1ccc(OCc2nnc(SCC(=O)Nc3nnc(C4CC4)s3)n2C)cc1
 : -1	0%	13%	-1%	3%	0%	-9%	0%	0%	-0.3%	5%
COc1ccc(NS(=O)(=O)c2cccc(NC(=O)c3ccccn3)c2)cc1
 : 12	-6%	-22%	-4%	9%	-5%	-31%	13%	-1%	-0.2%	0%
Cc1ccc(C(N)=S)c(C)c1
 : -2	-1%	-8%	-1%	5%	9%	15%	-21%	-4%	0.0%	-4%
Cc1sc2ncnc(SCC(=O)NC(=O)c3cccn3C)c2c1C
 : 11	0%	-5%	7%	-7%	3%	-40%	5%	2%	0.0%	-5%
Cc1cc(C)nc(SCc2ccc(C(=O)N/N=C/c3ccc(C(=O)O)cc3)cc2)n1
 : 2	0%	-19%	2%	6%	6%	5%	-6%	-4%	-0.1%	-1%
Cc1cc(C)c(-c2c(O)c3ccccc3n(C)c2=O)c(C)c1
 : .	.	-8%	.	-15%	7%	20%	.	-8%	.	.
Cc1ccc(NC(=O)c2ccoc2C)cc1C
 : ?	?	6.3µM*	1%	4%	-3%	7%	1%	-1%	0.4%	?
O=C(COC(=O)C1CSC2(c3ccc(F)cc3)CCC(=O)N12)NC(=O)NC1CCCC1 (configuration not stated)
 : 0	-3%	-3%	1%	3%	4%	-7%	-8%	-1%	-0.1%	0%
CCc1ccc(-c2ccc(C(=O)O)c(C)n2)cc1
 : 0	6%	98%	3%	-4%	3%	35%	-5%	0%	2.9%	?
O=C(O)Cc1cc(C(=O)Nc2ccc(Br)cc2)sc1-c1ccccc1
 : 5	-5%	.	-8%	.	.	.	13%	.	-0.2%	-8%
O=C(Nc1ccnn1C1CCN(C2CCC2)CC1)c1ccccc1
 : 2	2%	-3%	0%	4%	0%	-5%	12%	.	-0.4%	10%
Cc1ccc(CN2CCNC(=O)C2CC(=O)O)cc1 (configuration not stated)
 : 7	-9%	23%	-3%	-1%	1%	-30%	18%	0%	-0.1%	?
